Assay outcomes: PubChem BioAssay, several laboratories
MEKK2 WT-MEK5 = modulators of MEK5 binding to wildtype MEKK2, primary screen, biochemical, multiplex bead flow cytometry, Alexa488-MEK5 | Mitogen-activated protein kinase kinase kinase 2 (Homo sapiens), Q9Y2U5 | Alexa488-MEK5 binding to MEKK2 WT; actives lie on both sides | binding response (% of control), % at 10 µM | 290,000 tested, 1.1% active | AID 1531, 2009; in the data active means binding response below about 67% or above about 130%
GalR3 antag = GalR3 antagonists in HEK293 cells, primary screen, cell-based, fluorescence readout; Galanin receptor type 3 (Homo sapiens), O60755; HEK293 GalR3-CNG cAMP membrane potential fluorescence; galR3 body fused to GalR1 C-terminus; inhibition, % at 3 µM; 360,000 tested, 0.44% active; AID 651719, 2012;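 active means inhibition above the screen-wide average plus 3 SD, cut at about 13% in these data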;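 further: forskolin and galanin both at EC90 stimulate the cells; cAMP rise reported by CNG channel membrane potential dye signal; 0% = forskolin plus galanin with DMSO and 100% = forskolin alone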
PHOSPHO1 block = PubChem AID 1565; Phosphoethanolamine/phosphocholine phosphatase (Homo sapiens), Q8TCT1; recombinant PHOSPHO1, absorbance phosphatase assay; inhibition, % at 13.3 µM; 290,000 tested, 1.1% active; in the data active means inhibition above about 60%
MEKK2mut PB1 HTS = MEK5 binding signal on mutant MEKK2 PB1, primary screen, biochemical, multiplex bead flow cytometry, Alexa488-MEK5. 290,000 tested, 0.35% active. Alexa488-MEK5 binding to MEKK2 mutant. percent response, % at 10 µM; in the data active means percent response above about 24%, passing the limit was not always enough; further: inactives centre near 1; some results filed as inactive read as strong as hits; reference of the scale not given here
OXTR ag = human OXTR agonists, primary screen, fluorescence, CHO-OTR cells, Fluo-8 calcium; Oxytocin receptor (Homo sapiens), P30559; Fluo-8 calcium fluorescence; normalized: DMSO 0%, oxytocin 100%; activation, % at 3 µM; 320,000 tested, 0.32% active;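 active means activation above the mean of all tested compounds plus 3 SD, cutoff set per screening run, cut at about 20% in these data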;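 further: peak over basal fluorescence ratio from a 100 s FLIPR kinetic read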
GPR7 antagonist = GPR7 receptor antagonists, primary screen, cell-based, fluorescence, single concentration; Neuropeptides B/W receptor type 1 (Homo sapiens), P48145; GPR7-expressing cells, fluorescence antagonist assay; inhibition, % at 4.4 µM; 290,000 tested, 1.1% active; AID 1861, 2009; in the data active means inhibition above about 16%, passing the limit was not always enough;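 further: cells stimulated with the agonist NPW; 0% = agonist with vehicle and 100% = vehicle without agonist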
NALP1 inh = NALP1 inflammasome inhibitors in reconstituted yeast, colorimetric, S. cerevisiae, triplicate retest. S. cerevisiae NALP1/ASC/caspase-1 growth, X-gal OD620, 72 h. inhibition, % at 10 µM. 280,000 tested, 0.61% active. AID 2071, 2009; in the data active means inhibition mostly above about 24%, no sharp cut-off; inactive means mostly below about 32%; further: some compounds called inactive have numbers as strong as hits
V1aR counter = agonists of human V1a receptor, primary screen, counter-screen for OXTR agonist project, fluorescence, CHO-V1R cells | Vasopressin V1a receptor (Homo sapiens), P37288 | Fluo-8 calcium fluorescence, agonist mode; 0% DMSO, 100% 3 nM vasopressin | activation, % at 3 µM | 320,000 tested, 0.25% active | AID 2797, 2010;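 active means activation above the mean activation of all tested compounds plus 3 SD, per screening run, cut at about 20% in these data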;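 further: signal is peak over basal fluorescence ratio across a 100 second FLIPR read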
Target sequence (P37288 whole entry, looked up): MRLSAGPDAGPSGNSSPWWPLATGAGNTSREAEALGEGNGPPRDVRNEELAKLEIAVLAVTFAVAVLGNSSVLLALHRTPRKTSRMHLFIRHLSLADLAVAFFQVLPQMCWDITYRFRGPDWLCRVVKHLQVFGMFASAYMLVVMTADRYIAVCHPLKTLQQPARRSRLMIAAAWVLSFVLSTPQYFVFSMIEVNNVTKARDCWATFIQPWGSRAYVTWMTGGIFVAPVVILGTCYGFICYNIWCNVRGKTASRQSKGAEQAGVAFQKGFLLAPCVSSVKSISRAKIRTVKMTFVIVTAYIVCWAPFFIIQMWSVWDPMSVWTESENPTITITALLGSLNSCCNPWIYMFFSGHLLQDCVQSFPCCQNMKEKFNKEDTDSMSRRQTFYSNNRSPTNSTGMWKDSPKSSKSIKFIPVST
MEKK3 PB1 HTS = modulators of MEKK3-MEK5 PB1 binding, primary screen, biochemical, wildtype MEKK3, multiplex bead flow cytometry, Alexa488-MEK5 | Mitogen-activated protein kinase kinase kinase 3 (Homo sapiens), Q99759 | bead-based flow cytometry, Alexa488-MEK5 binding to MEKK3; actives lie on both sides; 0 = blocked by unlabeled MEK5, 100 = vehicle | binding response (% of control), % at 10 µM | 290,000 tested, 1.4% active | AID 1529, 2009;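 active means binding response more than 3 SD above or below the average of its plate-row segment, actives on both sides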;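 further: Alexa488 bead fluorescence after subtracting the streptavidin-only scavenger bead signal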
Target sequence (Q99759 whole entry, looked up): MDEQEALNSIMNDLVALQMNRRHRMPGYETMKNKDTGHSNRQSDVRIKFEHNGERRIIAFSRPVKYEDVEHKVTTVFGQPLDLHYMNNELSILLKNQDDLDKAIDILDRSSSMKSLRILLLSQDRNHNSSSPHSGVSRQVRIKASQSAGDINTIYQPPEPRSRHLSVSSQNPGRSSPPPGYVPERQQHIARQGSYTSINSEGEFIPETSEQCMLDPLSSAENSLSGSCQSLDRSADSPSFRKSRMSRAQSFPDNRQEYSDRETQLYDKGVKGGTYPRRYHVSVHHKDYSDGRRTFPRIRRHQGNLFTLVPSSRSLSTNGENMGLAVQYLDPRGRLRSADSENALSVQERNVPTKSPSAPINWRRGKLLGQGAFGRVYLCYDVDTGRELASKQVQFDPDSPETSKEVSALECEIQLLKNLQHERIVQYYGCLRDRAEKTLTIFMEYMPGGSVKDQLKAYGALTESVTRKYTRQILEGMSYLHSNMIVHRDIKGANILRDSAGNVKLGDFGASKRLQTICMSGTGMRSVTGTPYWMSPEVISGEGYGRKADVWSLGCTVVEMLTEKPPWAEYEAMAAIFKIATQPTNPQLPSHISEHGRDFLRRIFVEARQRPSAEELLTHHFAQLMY
* marks the source's active call; other numbers are inactive results; . = no result given.

SMILES	MEKK2 WT-MEK5	GalR3 antag	PHOSPHO1 block	MEKK2mut PB1 HTS	OXTR ag	GPR7 antagonist	NALP1 inh	V1aR counter	MEKK3 PB1 HTS
COc1cc(NC(=O)c2cc(OC)c(OC)c(OC)c2)cc(-n2cnnn2)c1	104	-7	32	1	0.8	2	0	0.2	99
CCn1c(SCC(=O)Nc2nccs2)nnc1-c1ccc(C)cc1	95	-4	7	3	1.1	12	6	-0.1	97
O=C1c2ccccc2C(=O)N1CC(O)Cn1nnc2ccccc21 (configuration not stated)	96	-5	-3	-4	-0.5	-6	24	1.0	99
CSc1nc2sc(-c3ccccc3)cc2c(=O)n1N	.	0	4	.	0.7	3	9	0.1	.
CC(=O)N1CCCc2cc(S(=O)(=O)CCC(=O)Nc3cccc(C)c3C)ccc21	102	-6	2	2	-0.7	3	19	0.3	100
CCN(C(=O)CCNC(=O)Cn1cnc2ccccc2c1=O)c1cccc(Cl)c1	100	-4	28	-1	-1.4	-5	13	-1.0	101
CCN1C(=O)[C@H]2[C@@H](c3ccc(C)cc3)N3C(=O)N(c4ccccc4)C(=O)[C@@]3(C)[C@H]2C1=O	98	0	15	0	-1.8	-2	5	0.0	100
O=[N+]([O-])c1cc2c(c(CSc3nnc(Nc4ccccc4)s3)c1)OCOC2	108	-5	100*	8	-0.8	-5	36	0.5	106
Cn1c(SCc2ccccc2Cl)nc2c1c(=O)[nH]c(=O)n2C	101	-3	8	1	-0.6	-1	-4	0.8	99
COc1cccc(C(=O)NCCSc2c(C)[nH]c3ccccc23)c1OC	96	-7	37	-3	5.8	-22	.	1.3	96
CC1CCC/C(=C\Nc2ccccc2C(=O)O)C1=O (configuration not stated)	101	-4	11	1	0.0	6	8	-0.3	106
Cc1cccc(C(C(=O)NC2CCCC2)N(Cc2cccnc2)C(=O)c2csnn2)c1 (configuration not stated)	102	-9	39	0	-0.7	-14	17	-0.9	103
CC(=O)N1CCSc2ccc(S(=O)(=O)NCc3ccccc3)cc21	103	-8	11	6	2.3	-22	16	6.1	104
CCOC(=O)N1CCN(CC(O)COc2cc(C)cc(C)c2)CC1 (configuration not stated)	104	-4	28	3	0.5	-17	-28	1.0	101
CCOc1ccc(C(=O)N2CCN(c3ccccc3)CC2)cc1	95	-3	0	-2	-1.3	10	-4	-0.9	96
N/C(=N\OC(=O)Nc1ccccc1)c1ncc(C(F)(F)F)cc1Cl	92	-2	9	-2	1.1	-9	-2	0.8	91
CCN(CCn1cccn1)C(=O)c1cccc(OC2CCN(S(C)(=O)=O)CC2)c1	102	-2	24	13	-0.1	2	2	-0.1	102
CCCCC(=O)Nc1ccc(C(=O)NNC(=O)c2cccs2)cc1	113	-3	4	9	1.1	-5	37	0.9	107
Cc1cccc(CN2CCOCCS2(=O)=O)c1	91	1	4	-11	0.4	5	1	0.6	91
O=C(NCCCN1CCOCC1)C(=O)N/N=C/c1ccc(F)cc1	103	-5	17	-7	0.1	-8	6	-0.8	104
CCOC(=O)CCCNc1ccc([N+](=O)[O-])cc1[N+](=O)[O-]	104	-10	-9	0	3.9	-2	16	6.1	122
CCN(CC)CC(O)CN1C(=O)NC(C)(C)C1=O (configuration not stated)	85	3	22	-5	-0.1	-2	1	1.1	84
Cc1[nH]c(=O)[nH]c(=O)c1/C=N\NC(=O)CCc1ccc(OC(C)C)cc1	102	.	12	0	-0.4	-20	19	0.3	107
CCC(C)C(=O)Nc1nnc(SCC(=O)NC(C)(C)C)s1 (configuration not stated)	120	-5	44	1	0.2	-7	-10	0.8	126
Cc1cccc(N(CC(=O)N/N=C/c2ccc(OCC(=O)NCc3ccco3)cc2)S(C)(=O)=O)c1C	107	1	22	1	-1.4	9	-9	0.8	107

Shown as a markdown table: part of the list above
| molecule | MEKK2 WT-MEK5 | GalR3 antag | PHOSPHO1 block | MEKK2mut PB1 HTS | OXTR ag | GPR7 antagonist | NALP1 inh | V1aR counter | MEKK3 PB1 HTS |
| --- | --- | --- | --- | --- | --- | --- | --- | --- | --- |
| Cc1cccc(C(C(=O)NC2CCCC2)N(Cc2cccnc2)C(=O)c2csnn2)c1 (configuration not stated) | 102 | -9 | 39 | 0 | -0.7 | -14 | 17 | -0.9 | 103 |
| CC(=O)N1CCSc2ccc(S(=O)(=O)NCc3ccccc3)cc21 | 103 | -8 | 11 | 6 | 2.3 | -22 | 16 | 6.1 | 104 |
| CCOC(=O)N1CCN(CC(O)COc2cc(C)cc(C)c2)CC1 (configuration not stated) | 104 | -4 | 28 | 3 | 0.5 | -17 | -28 | 1.0 | 101 |

Additional entries.
SMILES	MEKK2 WT-MEK5	GalR3 antag	PHOSPHO1 block	MEKK2mut PB1 HTS	OXTR ag	GPR7 antagonist	NALP1 inh	V1aR counter	MEKK3 PB1 HTS
CCOC(=O)Cc1csc(N/C(=N/S(=O)(=O)c2ccc(Cl)cc2)c2ccccc2)n1	96	3	-5	-2	1.9	-6	10	2.2	99
CCOCCCNC(=O)c1c(N)n(-c2ccc3c(c2)OCO3)c2nc3ccccc3nc12	87	-8	8	-5	1.1	11	-3	0.9	90
CCOC(=O)c1sc(NC(=S)NC(=O)c2ccccc2)c(C(=O)OCC)c1C	88	0	-19	-3	0.2	-6	16	1.2	89
COc1ccc(NC(=O)N2CCCCCC2)c(OC)c1	106	-4	10	0	-1.1	-13	-3	0.0	103
O=C(N/C(=C\c1ccc([N+](=O)[O-])cc1)C(=O)N1CCCCC1)c1ccco1	101	-10	16	-4	-0.3	3	20	2.8	102
Cc1ccc(OCCn2cc(/C=C3\C(=O)NN(c4ccccc4)C3=O)c3ccccc32)cc1	93	2	-21	-2	-1.4	-3	24	0.5	95
O=C(CNC(=O)c1ccc(Cl)cc1Cl)OCC(=O)N1CCN(c2ccccc2)CC1	99	0	31	-3	.	-3	12	.	98
COC(=O)C(C)NC(=O)C12CC3CC(CC(C3)C1)C2 (configuration not stated)	96	8	7	-4	1.1	15	41	0.9	94
Cc1cccc(NC(=O)CNC(=O)c2ccccc2Cl)n1	107	-2	0	4	-0.4	-13	7	1.4	100
Cc1ccc(CNC(=O)CSc2c3c(nc4ccc(Cl)cc24)CCCC3)o1	97	8	32	0	-2.3	6	16	-1.1	91
CCN(C(=O)c1ccco1)c1nc(-c2ccc(OC)cc2)cs1	110	-8	17	13	-0.5	-26	16	0.5	109
CCOc1ccc(-c2nc(CSc3nnc(N)s3)cs2)cc1OC	98	-2	-43	-7	-0.9	-4	2	1.8	98
CC1=NN(c2ccccc2)C(=O)C1N=Nc1ccc(S(N)(=O)=O)cc1 (configuration not stated)	67	-11	21	9	2.0	-15	21	0.4	61
N#Cc1c(NC(=O)CSc2nc3ccccc3s2)sc2c1CCCC2	107	3	16	1	-1.4	-8	16	-0.4	105
COC(=O)CSc1nnc(Cc2cc(=O)[nH]c(=O)[nH]2)n1-c1cccc(OC)c1	102	3	-4	6	0.4	-5	34	0.4	106
Clc1cc2c(cc1/C=N/Nc1nc(N3CCOCC3)nc(N3CCOCC3)n1)OCO2	93	-3	-5	-10	-2.7	-2	11	-0.8	105
Cn1ccsc1=NC(=O)c1ccccc1F	95	5	24	-5	0.6	-9	-25	0.1	99
COc1ccc(CN(CC2CCC(C(=O)O)CC2)C(=S)Nc2cc(Cl)ccc2OC)cc1 (configuration not stated)	102	-3	-10	4	0.7	-15	2	1.1	102
CCc1ccc(NC(=O)CO/N=C(\C)c2cc3ccccc3o2)cc1	101	-4	-15	-1	-1.1	-12	-25	0.2	136*
O=C(Nc1cc2c(cc1Cl)OCCCO2)c1ccccc1	96	-5	-4	-2	-2.6	-12	11	-0.1	100
CCOC(=O)c1ccc(NC(=S)NNC(C)(C)C)cc1	99	-2	-6	7	-0.4	-4	.	1.0	103
CCOC(=O)CSc1ccc(C(=O)N2CCN(C)CC2)cc1[N+](=O)[O-]	100	5	-19	-7	0.0	-2	-20	-0.5	101
COc1cc(OC)c(NC2c3ccccc3C(=O)N2c2cc(C)ccn2)cc1Cl (configuration not stated)	104	.	2	6	-1.6	-6	2	-0.5	104
CC1CCN(c2c(NCC3CCC(C(=O)NCc4ccccc4Cl)CC3)c(=O)c2=O)CC1 (configuration not stated)	100	4	-1	-3	0.1	-6	25	0.3	113
CCCCn1cnc2c(oc3nc4c(cc32)CCCC4)c1=O	93	1	0	-18	-0.3	2	-7	-0.2	95

Later entries
SMILES	MEKK2 WT-MEK5	GalR3 antag	PHOSPHO1 block	MEKK2mut PB1 HTS	OXTR ag	GPR7 antagonist	NALP1 inh	V1aR counter	MEKK3 PB1 HTS
O=C(Nc1nnc(S(=O)(=O)N2CCCC2)s1)c1ccccc1Br	91	2	25	-5	0.8	6	11	1.3	96
Cc1nc(N2CCCCC2)c(C#N)c(C)c1[N+](=O)[O-]	170*	-3	6	-48	-2.1	3	13	-0.8	89
Cc1cc(C)n(Cc2ccc(Cl)nc2)n1	100	-2	24	-2	-1.0	-11	12	0.0	100
Cc1ccc(S(=O)(=O)N2CCN(C(=O)N3CCOCC3)C2C(C)C)cc1 (configuration not stated)	109	-5	6	4	-0.4	14	9	-0.4	105
O=C(NNC(=S)Nc1ccccc1)c1ccco1	101	0	-88	1	0.8	-5	8	-1.3	101
COc1cc(F)ccc1S(=O)(=O)n1c(C)nc2ccccc21	99	-4	14	-2	-0.1	-2	26	1.3	96
O=C(O)CN1C(=O)C(=O)N(Cc2ccc(Cl)cc2Cl)C1=O	103	-6	36	6	-0.5	11	-1	0.0	104
O=c1cc(N2CCCCC2)nc2n1CCCS2	107	-4	21	4	0.0	-6	6	0.4	106
CS(=O)(=O)N(CC(=O)NCc1ccco1)c1ccccc1Cl	98	-5	-38	-5	-1.1	-14	0	-0.8	96
Cn1c([N+](=O)[O-])cnc1COC(N)=O	96	.	18	2	-0.7	13	14	-0.1	88
Cc1nnsc1NC(=O)OCc1ccc(C(F)(F)F)cc1	102	0	36	5	5.9	3	4	6.4	102
COc1cc(/C=C2\SC(=S)N(CCC(=O)NC3CCCC3)C2=O)cc(OC)c1OC	92	-7	-13	-1	1.1	-7	-6	1.5	97
COc1ccc(CCNC(=O)COc2cc(C)cc3oc(=O)cc(C)c23)cc1OC	101	1	49	2	3.5	-5	-6	0.0	102
COc1ccc(CNC(=O)c2cc3ccccc3o2)cc1OC	105	-8	14	0	3.4	18	27	6.2	106
CCN1C(=O)C(CC(=O)Nc2ccc(OC)cc2)N(CCN2CCOCC2)C1=S (configuration not stated)	97	-2	3	0	0.2	-9	3	1.6	101
CC1(C)CC(=O)C(C(=O)/C=C/NCCc2ccccc2)C(=O)C1	108	-1	10	7	-1.0	9	2	0.1	112
COc1ccccc1-n1cc(CN2CCN(C3CCCCC3)C(CCO)C2)cn1 (configuration not stated)	108	-5	24	0	0.0	-7	14	0.6	100
COc1ccc(S(=O)(=O)n2ccc(-c3ccc(OCCN(C)c4ccccn4)cc3)n2)cc1	109	-10	20	4	0.5	21*	14	2.1	106
CCCCCCNC(=O)CCCCCNS(=O)(=O)c1ccc(Br)cc1	91	-6	-10	-7	-0.4	14	6	0.3	104
CNC(=S)N1CCc2cc(OC)c(OC)cc2C1	97	-4	4	-2	-0.7	-8	8	-2.1	94
COc1cccc(NC(=O)n2nc(N)cc2-c2ccc(Cl)cc2)c1	102	.	-14	1	0.0	2	31	0.5	98
